MRP resist rev: compounds reversing MRP-mediated drug resistance. 85,000 compounds, 0.04% hits. AID 602. differential viability (reversal), % at 10 µM. H69AR cells + 2 uM doxorubicin, CellTiter-Glo, 72 h;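 active = viability drop by adding the cancer drug above about 55%, with treated viability meeting a 40% cutoff, limit read from the data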;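 also: viability without doxorubicin minus viability with 2 µM doxorubicin for each compound; larger differential means the compound sensitizes cells more to doxorubicin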
PLAP inhibitors HTS: inhibition of human placental alkaline phosphatase – biochemical, luminescence, HTS (AID 690). purified PLAP, luminescent substrate; higher % means a stronger effect. inhibition, % at 20 µM, or IC50 in µM where a hit was titrated. 96,000 compounds, 0.08% hits; in the data active = a potency from the dose series; inactive = the rest, 99 in 100 with inhibition below about 30%; also: strong numbers were not always called active
NFkB transloc pot: enhances IL-1B driven NFkB nuclear translocation. HUVEC IL-1B NFkB p65 nuclear translocation imaging. activation, % at 2 µM. 94,000 compounds, 0.3% hits. AID 819;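 active = activation above 40%, about the mean plus 3 SD, also judged a hit on visual image review; inconclusive = activation above 40% but not a hit on visual review; inactive = activation not above 40% and no visual hit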;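 also: percent activation is computed from the nuclear over cytoplasmic p65 intensity ratio; values of inactives mirror those of a sister screen read the other way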
NFkB transloc inh: blocks IL-1B driven NFkB nuclear translocation in HUVEC cells; HUVEC IL-1B NFkB p65 nuclear translocation imaging; inhibition, % at 2 µM; 94,000 compounds, 0.43% hits;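 active = inhibition above about 30% together with a positive call from visual inspection of the well image, limit read from the data; inconclusive = inhibition above a set limit but visual check negative; inactive = inhibition not above a set limit, visual check negative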;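 also: nuclear over cytoplasmic p65 intensity ratio measured by imaging; 0% = IL-1B stimulated DMSO wells and 100% = unstimulated DMSO wells; values of inactives mirror those of a sister screen read the other way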
Bcl-B TR3 displacers: displacers of TR3 peptide from Bcl-B, primary screen, selectivity assay for Bfl-1 inhibitor project, biochemical, fluorescence polarization | AID 748 | FP displacement of FITC-TR3 peptide from Bcl-B; higher % means a stronger effect | displacement, % at 20 µM, or IC50 in µM where a hit was titrated | 96,000 compounds, 0.11% hits;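 active = displacement above 50% at 20 µM plus a fluorescence interference ratio under 1.5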;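 also: plate controls were wells without compound for no effect and wells lacking Bcl-B protein for full effect; a part of the inactive calls stands beside numbers as strong as those of hits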
MRP resist rev cytotoxicity: second read-out of MRP resist rev, no call of its own (marks repeat the call); viability, %; H69AR cells, CellTiter-Glo, 72 h; measured here: cytotoxicity without doxorubicin
MRP resist rev with doxorubicin: further read-out of MRP resist rev, marked with its call; viability, %; measured here: viability with 2 uM doxorubicin; hits give low values
NFkB transloc inh cell count 2 µM: also measured in NFkB transloc inh; calls as there; cell count; measured here: cells passing quality filter;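 raw number of nuclei counted in each imaged well without normalization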
NFkB transloc pot cell count 2 µM: further read-out of NFkB transloc pot, marked with its call; cell count; measured here: cells passing quality filter
Numbers without * were called inactive. A portion of the library; count on the stated rates, not on these rows.

Screening Cc1nnc(SC(C)C(=O)Nc2ccc(S(=O)(=O)NC3CCCCC3)cc2)s1 (stereo unspecified) returned MRP resist rev 13, NFkB transloc pot 2, NFkB transloc inh -2, MRP resist rev cytotoxicity 90, MRP resist rev with doxorubicin 78, NFkB transloc inh cell count 2 µM 119 and NFkB transloc pot cell count 2 µM 119.
For Cc1nc(-c2ccc(C(=O)N3CCOCC3)cc2)cs1 the results were MRP resist rev 26, PLAP inhibitors HTS -32%, NFkB transloc pot -3, NFkB transloc inh 3, Bcl-B TR3 displacers -3%, MRP resist rev cytotoxicity 96, MRP resist rev with doxorubicin 70, NFkB transloc inh cell count 2 µM 95 and NFkB transloc pot cell count 2 µM 95.
`Fc1ccc2nc(-c3ccccc3)nc(SCc3nnc(-c4ccccc4)o3)c2c1` gave MRP resist rev 9, PLAP inhibitors HTS -19%, NFkB transloc pot -1, NFkB transloc inh 1, Bcl-B TR3 displacers -10%, MRP resist rev cytotoxicity 80, MRP resist rev with doxorubicin 71, NFkB transloc inh cell count 2 µM 183 and NFkB transloc pot cell count 2 µM 183.
Screening CCn1cc(C(=O)N2CCCc3ccccc32)c2cc(OC)c(OC)cc2c1=O returned MRP resist rev -7, PLAP inhibitors HTS -49%, NFkB transloc pot -5, NFkB transloc inh 5, Bcl-B TR3 displacers -4%, MRP resist rev cytotoxicity 60, MRP resist rev with doxorubicin 67, NFkB transloc inh cell count 2 µM 146 and NFkB transloc pot cell count 2 µM 146.
Screening COC(=O)c1cc(Br)c(=O)n(CCN2CCOCC2)c1 returned PLAP inhibitors HTS -1%, NFkB transloc pot -7, NFkB transloc inh 7, Bcl-B TR3 displacers -4%, NFkB transloc inh cell count 2 µM 164 and NFkB transloc pot cell count 2 µM 164.
`O=C(CCS(=O)(=O)c1ccc(Br)s1)NCc1ccc2c(c1)OCO2` gave MRP resist rev -4, PLAP inhibitors HTS 6%, NFkB transloc pot -8, NFkB transloc inh 8, Bcl-B TR3 displacers -14%, MRP resist rev cytotoxicity 89, MRP resist rev with doxorubicin 93, NFkB transloc inh cell count 2 µM 114 and NFkB transloc pot cell count 2 µM 114.
`Cc1ccc2nc(SCC(=O)NC(=O)NCc3ccco3)[nH]c2c1` gave MRP resist rev 16, PLAP inhibitors HTS -102%, Bcl-B TR3 displacers 2%, MRP resist rev cytotoxicity 101 and MRP resist rev with doxorubicin 85.
Screening CC1CCCC(C)N1C(=O)CSc1nnc(-c2cccs2)o1 (stereo unspecified) returned MRP resist rev -16, PLAP inhibitors HTS -30%, NFkB transloc pot 8, NFkB transloc inh -8, Bcl-B TR3 displacers 1%, MRP resist rev cytotoxicity 73, MRP resist rev with doxorubicin 88, NFkB transloc inh cell count 2 µM 140 and NFkB transloc pot cell count 2 µM 140.
`O=[N+]([O-])c1ccc2c(c1Nc1ccccc1)=NC1(CCCCC1)N=2` gave PLAP inhibitors HTS -8%, NFkB transloc pot -1, NFkB transloc inh 2, Bcl-B TR3 displacers 9%, NFkB transloc inh cell count 2 µM 178 and NFkB transloc pot cell count 2 µM 178.
O=C(Cn1ncc2c(=O)oc3ccccc3c21)NC1CC1 was read as PLAP inhibitors HTS -1%, NFkB transloc pot -11, NFkB transloc inh 11, Bcl-B TR3 displacers -10%, NFkB transloc inh cell count 2 µM 173 and NFkB transloc pot cell count 2 µM 173.
For CCCCNC(=O)C1CCCN(S(=O)(=O)c2ccc(S(=O)(=O)NCC(C)C)cc2)C1 (stereo unspecified) the results were MRP resist rev -8, PLAP inhibitors HTS 25%, NFkB transloc pot 4, NFkB transloc inh -4, Bcl-B TR3 displacers 0%, MRP resist rev cytotoxicity 91, MRP resist rev with doxorubicin 99, NFkB transloc inh cell count 2 µM 184 and NFkB transloc pot cell count 2 µM 184.
CCOc1cc(C#N)c(NC(=O)c2cccnc2Cl)cc1OCC was read as MRP resist rev 13, PLAP inhibitors HTS -11%, NFkB transloc pot -7, NFkB transloc inh 7, Bcl-B TR3 displacers 16%, MRP resist rev cytotoxicity 95, MRP resist rev with doxorubicin 82, NFkB transloc inh cell count 2 µM 167 and NFkB transloc pot cell count 2 µM 167.
Screening CCOC(=O)c1ccc(-c2nnc(-c3ccc(Cl)cc3Cl)o2)cc1 returned MRP resist rev -3, PLAP inhibitors HTS 16%, Bcl-B TR3 displacers 3%, MRP resist rev cytotoxicity 87 and MRP resist rev with doxorubicin 90.
Screening CCCn1c(CCc2ccccc2)nnc1SCC(=O)N1CCCC1 returned MRP resist rev 9, PLAP inhibitors HTS -24%, NFkB transloc pot 2, NFkB transloc inh -2, Bcl-B TR3 displacers -2%, MRP resist rev cytotoxicity 99, MRP resist rev with doxorubicin 89, NFkB transloc inh cell count 2 µM 118 and NFkB transloc pot cell count 2 µM 118.
Screening Cc1cc(Nc2ccccc2)n(C(=O)c2ccc(Cl)cc2)n1 returned MRP resist rev -9, NFkB transloc pot 4, NFkB transloc inh -4, MRP resist rev cytotoxicity 69, MRP resist rev with doxorubicin 77, NFkB transloc inh cell count 2 µM 122 and NFkB transloc pot cell count 2 µM 122.
COc1ccc(C(=O)Nc2cc3c(cc2C#N)OCO3)cc1S(=O)(=O)NCc1ccco1 was read as MRP resist rev 25, PLAP inhibitors HTS -2%, NFkB transloc pot -9, NFkB transloc inh 9, Bcl-B TR3 displacers 15%, MRP resist rev cytotoxicity 106, MRP resist rev with doxorubicin 81, NFkB transloc inh cell count 2 µM 89 and NFkB transloc pot cell count 2 µM 89.
`COc1ccc(C2CN=NC23CCCc2ccccc2C3=O)cc1` (stereo unspecified) gave PLAP inhibitors HTS 4%, NFkB transloc pot -46, NFkB transloc inh inconclusive, Bcl-B TR3 displacers 2% and NFkB transloc pot cell count 2 µM 131.
CC1=C(C(=O)c2ccccc2)C(c2cn(-c3ccccc3)nc2-c2ccc(Cl)cc2)NC(=S)N1 (stereo unspecified) was read as MRP resist rev 13, PLAP inhibitors HTS 2%, NFkB transloc pot 6, NFkB transloc inh -6, Bcl-B TR3 displacers -24%, MRP resist rev cytotoxicity 93, MRP resist rev with doxorubicin 81, NFkB transloc inh cell count 2 µM 162 and NFkB transloc pot cell count 2 µM 162.
Screening O=C(NCCN1CCCCC1)Nc1ccccc1 returned MRP resist rev 12, PLAP inhibitors HTS 16%, NFkB transloc pot 3, NFkB transloc inh -4, Bcl-B TR3 displacers 0%, MRP resist rev cytotoxicity 99, MRP resist rev with doxorubicin 87, NFkB transloc inh cell count 2 µM 157 and NFkB transloc pot cell count 2 µM 157.
CCOc1ccc(C(=O)Nc2nnn(CC)n2)cc1 was read as MRP resist rev 1, PLAP inhibitors HTS -3%, NFkB transloc pot 14, NFkB transloc inh -14, Bcl-B TR3 displacers -2%, MRP resist rev cytotoxicity 94, MRP resist rev with doxorubicin 93, NFkB transloc inh cell count 2 µM 114 and NFkB transloc pot cell count 2 µM 114.

Retrieved by structure from the list above, four records:
For Cc1nc(-c2ccc(C(=O)N3CCOCC3)cc2)cs1 the results were MRP resist rev 26, PLAP inhibitors HTS -32%, NFkB transloc pot -3, NFkB transloc inh 3, Bcl-B TR3 displacers -3%, MRP resist rev cytotoxicity 96, MRP resist rev with doxorubicin 70, NFkB transloc inh cell count 2 µM 95 and NFkB transloc pot cell count 2 µM 95.
`O=[N+]([O-])c1ccc2c(c1Nc1ccccc1)=NC1(CCCCC1)N=2` gave PLAP inhibitors HTS -8%, NFkB transloc pot -1, NFkB transloc inh 2, Bcl-B TR3 displacers 9%, NFkB transloc inh cell count 2 µM 178 and NFkB transloc pot cell count 2 µM 178.
Screening CC1CCCC(C)N1C(=O)CSc1nnc(-c2cccs2)o1 (stereo unspecified) returned MRP resist rev -16, PLAP inhibitors HTS -30%, NFkB transloc pot 8, NFkB transloc inh -8, Bcl-B TR3 displacers 1%, MRP resist rev cytotoxicity 73, MRP resist rev with doxorubicin 88, NFkB transloc inh cell count 2 µM 140 and NFkB transloc pot cell count 2 µM 140.
Screening O=C(NCCN1CCCCC1)Nc1ccccc1 returned MRP resist rev 12, PLAP inhibitors HTS 16%, NFkB transloc pot 3, NFkB transloc inh -4, Bcl-B TR3 displacers 0%, MRP resist rev cytotoxicity 99, MRP resist rev with doxorubicin 87, NFkB transloc inh cell count 2 µM 157 and NFkB transloc pot cell count 2 µM 157.

Next compounds follow:
Cc1ccc2c(c1C)NC(=O)C2(O)CC(=O)c1ccc2c(c1)OCO2 (stereo unspecified) was read as MRP resist rev -23, PLAP inhibitors HTS 1%, NFkB transloc pot -2, NFkB transloc inh 2, Bcl-B TR3 displacers -3%, MRP resist rev cytotoxicity 79, MRP resist rev with doxorubicin 102, NFkB transloc inh cell count 2 µM 126 and NFkB transloc pot cell count 2 µM 126.
For Cc1nnc(SCc2ccccc2Cl)n1CC1CCCO1 (stereo unspecified) the results were MRP resist rev -1, PLAP inhibitors HTS 2%, NFkB transloc pot 2, NFkB transloc inh -2, Bcl-B TR3 displacers -17%, MRP resist rev cytotoxicity 86, MRP resist rev with doxorubicin 87, NFkB transloc inh cell count 2 µM 152 and NFkB transloc pot cell count 2 µM 152.
O=C(c1cccc(F)c1)N1CCN(Cc2c[nH]c3ccccc23)CC1 was read as MRP resist rev 4, PLAP inhibitors HTS -16%, NFkB transloc pot -8, NFkB transloc inh 8, Bcl-B TR3 displacers 5%, MRP resist rev cytotoxicity 84, MRP resist rev with doxorubicin 80, NFkB transloc inh cell count 2 µM 105 and NFkB transloc pot cell count 2 µM 105.
`COc1ccc(C(=O)COC(=O)c2ccc(OC)c(OC)c2)cc1OC` gave MRP resist rev -12, PLAP inhibitors HTS 10%, Bcl-B TR3 displacers 0%, MRP resist rev cytotoxicity 69 and MRP resist rev with doxorubicin 81.
`CCOC(=O)c1c(C)n(C)c2ccc(OC)c(NC(=O)CN3CCN(Cc4ccccc4)CC3)c12` gave MRP resist rev -7, PLAP inhibitors HTS -15%, NFkB transloc pot -7, NFkB transloc inh 7, Bcl-B TR3 displacers -5%, MRP resist rev cytotoxicity 75, MRP resist rev with doxorubicin 82, NFkB transloc inh cell count 2 µM 125 and NFkB transloc pot cell count 2 µM 125.
`Cc1ccccc1OCC(=O)Nc1cccc2nsnc12` gave MRP resist rev -23, NFkB transloc pot -2, NFkB transloc inh 2, MRP resist rev cytotoxicity 60, MRP resist rev with doxorubicin 83, NFkB transloc inh cell count 2 µM 114 and NFkB transloc pot cell count 2 µM 114.
`Cc1c(/C(O)=C2/C(=O)C(=O)N(CCN3CCOCC3)C2c2cccnc2)cnn1-c1ccccc1` (stereo unspecified) gave MRP resist rev -4, PLAP inhibitors HTS -27%, NFkB transloc pot 60*, NFkB transloc inh -60, Bcl-B TR3 displacers -10%, MRP resist rev cytotoxicity 97, MRP resist rev with doxorubicin 101, NFkB transloc inh cell count 2 µM 170 and NFkB transloc pot cell count 2 µM 170*.
Screening COC(=O)C1CSC(C(=O)OC)N1C(=O)CN1CC(C)OC(C)C1 (stereo unspecified) returned PLAP inhibitors HTS -2%, NFkB transloc pot -12, NFkB transloc inh 12, Bcl-B TR3 displacers -3%, NFkB transloc inh cell count 2 µM 165 and NFkB transloc pot cell count 2 µM 165.
For Cc1csc(Sc2ccc([N+](=O)[O-])cc2C(=O)OCC(=O)NC(=O)NC(C)(C)C)n1 the results were PLAP inhibitors HTS 1%, NFkB transloc pot 3, NFkB transloc inh -3, Bcl-B TR3 displacers 0%, NFkB transloc inh cell count 2 µM 172 and NFkB transloc pot cell count 2 µM 172.
Screening Cc1onc(-c2ccccc2)c1C(=O)Nc1ccon1 returned MRP resist rev 13, PLAP inhibitors HTS 0%, NFkB transloc pot 0, NFkB transloc inh 0, Bcl-B TR3 displacers -2%, MRP resist rev cytotoxicity 97, MRP resist rev with doxorubicin 85, NFkB transloc inh cell count 2 µM 199 and NFkB transloc pot cell count 2 µM 199.

High-throughput results (PubChem)
